From PubChem BioAssay
ERAP1 HTS inh: ERAP1 (human) enzyme inhibition | Q9NZ08 | AID 652197 | inhibition, % at 10.7 µM | recombinant ERAP1, Leu-AMC fluorescence, 60 min | actives 0.15% (n = 340,000);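 active means mean replicate inhibition of at least 30%, or all replicates individually reaching that 30% level; inactive means mean below 30% and not every replicate reaching it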;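 further: 0% = neutral control wells and 100% = L-leucinethiol positive control wells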
ERp5 block: inhibitors of human ERp5; ERp5 insulin aggregation, absorbance 650 nm, 90 min; inhibition, % at 9.99 µM; actives 0.05% (n = 350,000); AID 651711;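 active means mean replicate inhibition above about 25%, with every replicate also reaching it, limit read from the data, passing the limit was not always enough; inconclusive means only one of those two criteria met; inactive means neither criterion met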
Target sequence (Q15084 whole entry, looked up): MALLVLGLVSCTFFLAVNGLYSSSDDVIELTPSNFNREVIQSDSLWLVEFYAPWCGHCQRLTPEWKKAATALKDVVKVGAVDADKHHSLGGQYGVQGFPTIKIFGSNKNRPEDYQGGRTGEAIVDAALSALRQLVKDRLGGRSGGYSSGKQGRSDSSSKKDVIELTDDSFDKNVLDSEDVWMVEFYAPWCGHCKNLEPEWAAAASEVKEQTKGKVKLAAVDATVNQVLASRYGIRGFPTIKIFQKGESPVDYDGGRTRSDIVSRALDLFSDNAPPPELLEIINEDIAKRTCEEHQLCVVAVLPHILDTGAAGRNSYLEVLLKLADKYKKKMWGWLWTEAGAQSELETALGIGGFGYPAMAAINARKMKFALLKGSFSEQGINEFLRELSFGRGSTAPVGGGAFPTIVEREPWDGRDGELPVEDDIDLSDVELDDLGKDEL
DENV2 CPE rescue: inhibitors of DENV2 cytopathic effect; DENV2-infected cells, cytopathic effect rescue, plate reader; CPE inhibition, % at 9.99 µM; actives 1.7% (n = 350,000); AID 651640; in the data active means CPE inhibition above about 20%, passing the limit was not always enough; inconclusive means no clear call, values can overlap the other calls; tested in BHK-21 cells;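 further: 0% = median of neutral control wells and 100% = median of positive control wells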
miR122 inh: miR-122 inhibition in Huh7 cells; Huh7 miR-122 Renilla luciferase sensor, 48 h; neutral wells = 0, positive control = 100; activation (reporter increase), % at 12.5 µM; actives 0.3% (n = 340,000);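 active means mean replicate activation score at least 90 and every replicate individually at or above 90; inconclusive means only one of the two criteria met; inactive means neither criterion met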;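 further: higher luciferase means less miR-122 activity so hits act as miR-122 inhibitors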
CASP6 VEID inh: blocks human caspase-6 cleavage activity; P55212; purified caspase-6, Z-VEID-R110 cleavage fluorescence; inhibition, % at 12.5 µM; actives 0.53% (n = 350,000); AID 686996;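 active means mean inhibition across replicates at least about 35%, with every replicate also reaching that limit, limit read from the data; inconclusive means only one of the two criteria met; inactive means neither criterion met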;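 further: 0% = median of neutral control wells and 100% = no fluorescence left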
Target sequence (P55212 24-179 limits assumed): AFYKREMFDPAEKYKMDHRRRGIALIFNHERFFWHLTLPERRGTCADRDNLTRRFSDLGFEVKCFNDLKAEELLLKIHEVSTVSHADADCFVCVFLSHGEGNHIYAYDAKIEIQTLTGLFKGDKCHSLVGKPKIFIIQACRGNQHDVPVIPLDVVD
Target sequence (P55212 194-293 limits assumed): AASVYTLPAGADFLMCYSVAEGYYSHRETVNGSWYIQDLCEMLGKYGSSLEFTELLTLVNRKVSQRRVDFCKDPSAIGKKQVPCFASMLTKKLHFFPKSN
SIRT5 block: blocks human SIRT5 desuccinylation of peptide; inhibition, % at 15 µM; actives 1.1% (n = 330,000); AID 652115; Purified SirT5, succinyl-peptide AMC, trypsin-coupled fluorescence; in the data active means inhibition above about 15%; inconclusive means no clear call, values can overlap the other calls
Target sequence (Q9NXA8 whole entry, looked up): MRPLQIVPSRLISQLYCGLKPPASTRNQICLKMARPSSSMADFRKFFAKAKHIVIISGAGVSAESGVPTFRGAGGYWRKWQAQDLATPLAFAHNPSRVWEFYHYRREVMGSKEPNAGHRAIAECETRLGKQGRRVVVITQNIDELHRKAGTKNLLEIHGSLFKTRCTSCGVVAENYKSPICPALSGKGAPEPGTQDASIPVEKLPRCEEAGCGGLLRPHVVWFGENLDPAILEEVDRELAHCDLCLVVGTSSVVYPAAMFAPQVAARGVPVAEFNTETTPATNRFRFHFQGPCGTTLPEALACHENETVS
CFTR F508del cor: CFTR F508del correction in bronchial cells; CFBE cells, YFP halide quenching; stimulated with forskolin plus potentiator P3; % fluorescence drop versus neutral controls; activity (quench increase), % at 7.58 µM; actives 0.36% (n = 350,000);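 active means mean added fluorescence quench of at least 8% versus neutral control, with both replicates also reaching 8%; inconclusive means only one of the mean or replicate conditions met; inactive means mean below 8% and not both replicates reaching 8%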;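 further: cells transiently co-express mutant CFTR-F508del with the halide-sensitive YFP; corrector assay measuring rescue of mutant channel to the surface after 24 h compound exposure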
Numbers without * were called inactive; ? = inconclusive; . = not tested or not shown; & = joins results of further samples; [ ] = another dose, or the depositor's remark. This is a random part of the collection. About 4% of those tested had a hit in this group.

SMILES | ERAP1 HTS inh | ERp5 block | DENV2 CPE rescue | miR122 inh | CASP6 VEID inh | SIRT5 block | CFTR F508del cor
O=C(Nc1ccccc1)/C(=C\c1ccc2c(c1)OCO2)NC(=O)c1ccco1 | 9 | 2 | -4 | -1 | 1 | -1 | 3.2
Cc1ccc(C)c(C2=NNC(=O)CC2)c1 | 6 | -2 | 1 | . | 0 | 0 | 0.0
CN1C[C@H]2[C@@H](c3ccccc31)[C@@H](CO)N2C(=O)C1CCCCC1 | 2 | 1 | 2 | 8[16.7 µM] | 0 | -4 | 1.7
CCC(C)NC(=S)N(CCc1ccccc1)Cc1cc2cc(OC)c(OC)cc2[nH]c1=O (stereo not given) | -1 | 0 | -1 | -15 | 7 | -3 | .
CCN1C(=O)[C@H]2[C@@H](c3ccc(OC)cc3)N[C@]3(CCCN(Cc4ccc(F)cc4)C3=O)[C@H]2C1=O | 1 | -4 | -1 | -7 | 3 | 0 | 3.6
CC(C)c1ccc(N2C(=O)/C(=C/N(C)C)SC2=S)cc1 | . | 2 | 2 | . | -1 | -3 | 0.4
O=C(Nc1ccc(Cl)cc1)N[C@@H]1c2c(ccc3ccccc23)OC[C@@H]1CO | -1 | -4 | . | 34 | 7 | -1 | -0.8
CCC(C)(C)NC(=O)CN(Cc1ccccc1)C(=O)CCC(=O)Nc1nccs1 | 2 | 7 | -2 | . | -1 | -2 | -2.6
N=C(N)SCCN | -1 | 0 | 0 | 0 | -2 | -1 | -3.4
O=C1Nc2ccc(C(=O)O)c(O)c2C1=O | 2 | 1 | 0 | -3 | 40* | 3 | 2.8
CCNC(=S)Nc1ccc(Cc2ccncc2)cc1 | 1 | 2 | -1 | 4 | 2 | -1 | 0.6
COc1ccc2c3c([nH]c2c1)[C@H](CO)N(S(=O)(=O)c1ccccc1)CC31CCN(C)CC1 | -4 | -3 | -4 | . | -3 | 9 | 1.6
COc1cc2c(cc1OC)C(c1ccc(Br)cc1)N(C(=O)c1ccccc1C(=O)O)CC2 (stereo not given) | 3 | 5 | 1 | -3 | 3 | 1 | 1.6
O=C(N[C@H]1C/C=C\C[C@@H](CC(=O)N(CCO)Cc2ccccc2)C(=O)N2CCC[C@H]2COC1=O)OCC1c2ccccc2-c2ccccc21 | -4 | -4 | -6 | 0 | 2 | 1 | -2.8
Cc1ccccc1NC(=O)CSc1ccc(-c2cccnc2)nn1 | -1 | -1 | 6 | -1 | -4 | -1 | -1.3
CC(C)[C@@H]1Cc2[nH][nH]c(=O)c2[C@H](c2ccc(F)cc2)O1 | . | -8 | ? | . | 1 | -4 | 1.8
COc1ccc(CN2CCC(CNS(=O)(=O)c3cccc(C(F)(F)F)c3)CC2)cc1 | 1 | -5 | -5 | . | -1 | -2 | 3.3
COc1ccc(NC(=O)Nc2cccc3c2O[C@@H](CN(C)Cc2ccccc2)[C@H](C)CN([C@@H](C)CO)C3=O)cc1 | -1 | -1 | 9 | -10[16.7 µM] | . | -4 | -3.9
COc1ccc(CCN(C)C(=O)COc2cccc(-n3cnnn3)c2)cc1OC | -2 | -2 | -2 | . | -3 | 0 | 3.4
O=C(C1CCN(S(=O)(=O)c2ccc(Cl)cc2)CC1)N1CCCCCCC1 | 1 | -6 | 2 | -7 | -177 | 1 | -2.6
O=S(=O)(c1ccccc1)N1C[C@@H]2N[C@H](C1)C2c1ccc(-c2ccc(F)cc2)cc1 (stereo not given in full) | 1&1 | 15&9 | 6&0 | . | -2&-5 | -1&-4 | -0.2&2.7
COc1ccc(-c2ccc([C@H]3[C@H](C#N)N(C(=O)C4CCCC4)[C@H]3CO)cc2)cc1 | 5 | 0 | 4 | . | 0 | . | -2.9
CCN(C(=O)c1cccc(S(=O)(=O)N2CCCCC2)c1)C1CCS(=O)(=O)C1 (stereo not given) | 1 | 0 | 3 | -6 | -3 | -1 | 2.7
O=C(COC(=O)c1cc([N+](=O)[O-])ccc1N1CCOCC1)NCCc1ccccc1 | 4 | -2 | 7 | -4 | -3 | 1 | 2.0
Cc1ccc(/C=C2\C(=O)Nc3ccccc32)o1 | 2 | -5 | ? | . | 2 | 1 | 1.3
CC[C@@]1(C(=O)OC)N[C@H](CN(C)C(=O)c2ccc(F)cc2)[C@@H]2C(=O)N(C)C(=O)[C@@H]21 | -5 | 2 | 16 | . | . | 2 | -1.2
C[C@@H](NC(=O)C[C@@H]1CC[C@@H](NC(=O)Nc2ccc3c(c2)OCO3)[C@H](CO)O1)c1ccccc1 | 3 | 2 | . | -10[16.7 µM] | -3 | -3 | 1.0
O=C1NC(=O)/C(=C/c2ccc(O)cc2)S1 | 3 | 0 | -4 | . | 8 | 3 | 0.8
O=C(c1ccco1)N1CCn2cccc2C1c1ccccc1 (stereo not given) | 6 | -2 | 0 | . | -1 | -1 | 2.7
C[C@H]1CN([C@@H](C)CO)C(=O)c2cc(NS(=O)(=O)c3ccc(Cl)cc3)ccc2O[C@H]1CN(C)C(=O)NC1CCCCC1 | 1 | 2 | -9 | -6[16.7 µM] | 1 | 0 | 0.5
O=C(CC1CC1)N1[C@H](CO)[C@@H](c2ccccc2)C12CN(Cc1ccncc1)C2 | -2 | -2 | -11 | . | -1 | 8 | 0.7
C/C=C/c1ccc([C@@H]2[C@H](CO)N(C(=O)CN(C)C)C23CN(C(=O)C2CCOCC2)C3)cc1 | 0 | 5 | -8 | . | -2 | 6 | -2.0
O=C(c1cnn(C(=O)COc2ccc(Cl)cc2)c1)c1ccccc1O | 4 | -1 | -3 | . | -1 | -3 | .
CC(NC(=O)c1cccc(OC2CCN(C(=O)C3CC3)CC2)c1)c1ccc(F)cc1 (stereo not given) | 1 | -1 | 15 | 0 | -1 | 2 | -0.8
Cc1ccccc1OC1CCN(C(=O)c2cc(COc3ccccc3)on2)CC1 | -2 | 1 | -5 | -7 | -3 | 2 | -0.4
CCCC/C(C)=N/NC(=O)c1cn(-c2ccccc2)nc1-c1ccccc1 | 1 | 2 | 18 | 31 | -2 | -4 | -0.5
COC1CCCN(C(=O)c2ccc(OC3CCN(CCc4ccccc4)CC3)cc2)C1 (stereo not given) | 25 | -2 | 3 | 1 | 6 | -5 | -0.4
O=C(COC(=O)Cc1ccsc1)Nc1ccccc1 | -3 | -1 | . | . | 1 | -1 | -2.3
C[C@H]1CN([C@@H](C)CO)C(=O)c2cccc(NC(=O)Nc3ccccc3)c2O[C@H]1CN(C)S(=O)(=O)c1ccc(Cl)cc1 | -2 | -3 | 29* | -9[16.7 µM] | 2 | 3 | -2.4
CCN1C(=O)c2ccccc2S(=O)(=O)c2ccc(C(=O)NCc3cccnc3)cc21 | 1 | 6 | ? | -1 | 2 | 1 | -2.1

Shown with two lines to a compound: entries from further up
Screens in order: ERAP1 HTS inh, ERp5 block, DENV2 CPE rescue, miR122 inh, CASP6 VEID inh, SIRT5 block, CFTR F508del cor
O=C(c1ccco1)N1CCn2cccc2C1c1ccccc1 (stereo not given)
 : 6, -2, 0, ., -1, -1, 2.7
C[C@H]1CN([C@@H](C)CO)C(=O)c2cc(NS(=O)(=O)c3ccc(Cl)cc3)ccc2O[C@H]1CN(C)C(=O)NC1CCCCC1
 : 1, 2, -9, -6[16.7 µM], 1, 0, 0.5
O=C(CC1CC1)N1[C@H](CO)[C@@H](c2ccccc2)C12CN(Cc1ccncc1)C2
 : -2, -2, -11, ., -1, 8, 0.7

Next part.
SMILES | ERAP1 HTS inh | ERp5 block | DENV2 CPE rescue | miR122 inh | CASP6 VEID inh | SIRT5 block | CFTR F508del cor
CC(C)(C)OC(=O)N1O[C@H]2C[C@@H]1[C@@H]1[C@@H]2N=NN1C12CC3CC(CC(C3)C1)C2 | -4 | 0 | -4 | 1 | 3 | . | 1.9
O=[N+]([O-])c1ccc2nonc2c1Nc1cccc(F)c1 | -2 | 0 | -6 | -9 | -2 | -2 | -0.5
CCS(=O)(=O)Nc1ccc2c(c1)C(=O)N(C)C[C@@H](OC)[C@H](C)CN(Cc1ccccn1)[C@H](C)CO2 | -3 | 0 | -4 | . | -8 | 1 | 0.6
CN=C(NC1CCCCC1)c1ccc([N+](=O)[O-])cc1 | -3 | 4 | 1 | -6 | 2 | 1 | -0.7
O=C(NCCc1ccccc1)c1ccc(NC(=O)C2CCCCC2)cc1 | 2 | 0 | 5 | -7 | -4 | -10 | 3.3
CN1C(C(=O)NCc2cccc(C(F)(F)F)c2)CC2Cn3c(nc4cc(Cl)c(Cl)cc43)C21 (stereo not given) | 4 | -1 | -8 | -9 | 2 | -3 | 1.1
CCOc1ccccc1NC(=O)C(C)CC (stereo not given) | 8 | 0 | -4 | . | -2 | -2 | -0.2
CO[C@H]1CN(C)C(=O)c2cc(NC(=O)Cc3ccccc3)ccc2OC[C@H](C)NC[C@@H]1C | . | 4 | 5 | . | . | 0 | -1.9
S=C(NCc1ccc2c(c1)OCO2)NC1CC1 | -1 | -5 | ? | . | 12 | 0 | 0.6
CO[C@H]1CN(C)C(=O)c2ccc(NC(=O)C3CC3)cc2OC[C@@H](C)N(C(=O)CN(C)C)C[C@H]1C | 2 | 0 | -1 | . | 3 | 10 | -2.6
C[C@H](CO)N1C[C@H](C)[C@@H](CN(C)C(=O)c2ccccn2)Oc2cc(C3=CCCC3)ccc2S1(=O)=O | -2 | 3 | -3 | 14[16.7 µM] | -1 | -3 | 0.0
Cn1c(=O)c2cc(NC(=S)NC3CC3)ccc2n1Cc1cccc(C(F)(F)F)c1 | 4 | 2 | -12 | 4 | 4 | -3 | -5.4
CC1CCCN(C(=O)C2CCN(S(=O)(=O)c3cccc4nsnc34)CC2)C1 (stereo not given) | -4 | -7 | 3 | -3 | 1 | -3 | -1.6
CCC(=O)Nc1ccc2c(c1)C(=O)N(C)C[C@@H](OC)[C@@H](C)CN(C(=O)CC1CC1)[C@@H](C)CO2 | -2 | -2 | -5 | 4[16.7 µM] | . | 1 | -0.6
C[C@H]1CN([C@@H](C)CO)C(=O)c2c(c3ccccc3n2C)-c2ccccc2CO[C@H]1CN(C)C(=O)c1ccc(F)cc1 | 1 | -6 | 3 | . | 0 | -8 | 1.3
COCCN(CCOC)Cc1c(O)ccc2c1O/C(=C\c1ccc(C)o1)C2=O | 7 | 2 | 5 | . | 21 | 9 | 0.5
CN1/C(=C\P(=O)(N(C)C)N(C)C)C(C)(C)c2ccccc21 | -4 | -1 | 3 | -5 | 0 | -6 | 3.2
CCOc1ccc(-n2c(SCC(=O)Nc3cc(OC)c([N+](=O)[O-])cc3C)nc3ccccc32)cc1 | -4 | 1 | -5 | 2 | -1 | -4 | .
COC(=O)CCC(=O)N1CN2CN(C(=O)CCC(=O)OC)CC([N+](=O)[O-])(C2)C1 | 1 | 3 | 8 | -3 | 0 | -3 | -1.7
CC1CCc2c(sc(N)c2C(N)=O)C1 (stereo not given) | 2 | 3 | . | 2 | 8 | -4 | -1.4
CC(=O)N(/C=C1\SC(=S)N(c2ccccc2)C1=O)c1ccccc1 | . | 2 | 1 | -7 | 8 | -3 | 0.4
Cn1cnc(S(=O)(=O)N[C@@H]2CC[C@@H](CC(=O)N3CCN(c4ccccc4)CC3)O[C@@H]2CO)c1 | -1 | -3 | -1 | -17[16.7 µM] | 0 | 1 | 4.0
CCOc1ccccc1N1CCN(S(=O)(=O)c2cc(C)ccc2OC)CC1 | -1 | 13 | 3 | . | -5 | 0 | -2.2
CCC(=O)c1ccc(N2CCN(C(=O)COc3ccccc3F)CC2)c(F)c1 | 0 | 1 | -1 | -6 | 0 | 0 | 2.1
CO[C@H]1CN(C)C(=O)c2ccc(NS(C)(=O)=O)cc2OC[C@H](C)N(C(=O)CC2CC2)C[C@@H]1C | 0 | 1 | 1 | 5[16.7 µM] | . | -14 | -1.6
COP(=O)(OC)C(=NNS(=O)(=O)c1ccc(C)cc1)c1ccccc1 | 8 | 5 | 6 | -4 | 4 | 2 | 1.0
CCOC(=O)c1sc(N(Cc2ccccc2)C(=O)COC(=O)c2cnccn2)nc1C | -6 | 2 | -3 | . | -1 | -3 | 0.2
CN(CCOC(=O)c1ccc2c(c1)OCO2)C(C)(C)C | 2 | 0 | . | . | -3 | -4 | -0.6
